STK33 kinase inh: inhibitors of human STK33 kinase; Q9BYT3; purified STK33, MBP phosphorylation, ADP-Glo luminescence; inhibition, % at 10 µM; 320,000 compounds, 0.073% hits; AID 2661;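 active means inhibition at or above 25%, using the most active replicate where run in duplicate; inactive means inhibition below 25%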
Target sequence (Q9BYT3 whole entry, looked up): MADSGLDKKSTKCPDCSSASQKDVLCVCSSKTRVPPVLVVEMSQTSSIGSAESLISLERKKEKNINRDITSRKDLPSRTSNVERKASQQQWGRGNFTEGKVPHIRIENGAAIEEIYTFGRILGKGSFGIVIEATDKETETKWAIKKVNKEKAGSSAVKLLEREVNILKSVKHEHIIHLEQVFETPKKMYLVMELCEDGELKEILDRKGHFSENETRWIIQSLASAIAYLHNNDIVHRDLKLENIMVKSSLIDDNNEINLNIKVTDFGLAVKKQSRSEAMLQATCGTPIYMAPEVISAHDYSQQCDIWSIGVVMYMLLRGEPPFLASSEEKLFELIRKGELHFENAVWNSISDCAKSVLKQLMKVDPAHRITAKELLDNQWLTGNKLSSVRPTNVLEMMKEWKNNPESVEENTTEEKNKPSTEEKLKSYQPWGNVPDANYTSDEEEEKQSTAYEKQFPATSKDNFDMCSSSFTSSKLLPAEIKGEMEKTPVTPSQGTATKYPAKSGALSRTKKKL
OX1R FRET antag: blocks the human orexin 1 receptor. inhibition, % at 6.6 µM. O43613. 330,000 compounds, 1.8% hits. OX1R-expressing cells, FRET antagonist read-out; in the data active means inhibition mostly above about 38%, no sharp cut-off; inactive means mostly below about 40%;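 further: 0% = agonist challenge alone and 100% = reference antagonist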
Target sequence (O43613 whole entry, looked up): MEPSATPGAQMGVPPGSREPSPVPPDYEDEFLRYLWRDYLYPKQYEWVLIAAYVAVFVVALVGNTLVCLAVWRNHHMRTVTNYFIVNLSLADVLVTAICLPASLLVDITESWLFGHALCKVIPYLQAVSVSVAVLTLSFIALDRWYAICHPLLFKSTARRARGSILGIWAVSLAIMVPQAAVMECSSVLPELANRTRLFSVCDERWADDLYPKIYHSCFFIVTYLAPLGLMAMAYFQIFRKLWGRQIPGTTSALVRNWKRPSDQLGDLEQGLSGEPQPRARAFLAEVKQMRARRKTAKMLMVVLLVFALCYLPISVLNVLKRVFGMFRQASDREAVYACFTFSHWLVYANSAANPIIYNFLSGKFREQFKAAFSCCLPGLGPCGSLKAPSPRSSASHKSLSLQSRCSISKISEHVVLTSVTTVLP
* hit, by the source's call; nt = not tested or not shown. This is a random part of the collection (roughly 1.8% active in at least one column).

SMILES	STK33 kinase inh	OX1R FRET antag
COc1ccc(-c2[nH]c3ccccc3c2SCCNC(=O)c2cc3ccccc3oc2=O)cc1	-1.1	42*
Cc1ccc(S(=O)(=O)N2CCN(S(=O)(=O)c3ccc(C)cc3)C2)cc1	-0.1	11
Cc1csc(SCC(=O)NC23CC4CC(CC(C4)C2)C3)n1	-1.3	6
O=C(c1nc2ccc(Cl)cn2c1CN1CCC(O)CC1)N1CCc2ccccc2C1	-1.5	9
Cc1cc(C)c(NC(=O)CNC(=O)c2cc(C3CC3)nn2-c2ccccc2)c(C)c1	0.6	6
O=C(OCc1cn(-c2ccc(Cl)c(Cl)c2)nn1)c1ccccc1	-0.9	10
CCOc1ccc(CNC(=O)CCC(=O)N2Cc3ccccc3Oc3ncccc32)cc1	-1.5	1
COc1ccc(S(=O)(=O)NC(CC(=O)NCc2ccc3c(c2)OCO3)c2ccco2)cc1 (configuration not stated)	-0.4	16
O=C(Cn1[nH]c(=O)c2ccccc2c1=O)OCC(=O)c1ccccc1Cl	-1.4	7
COc1ccc(-c2oc3c(OC)c(OC)c(OC)c(O)c3c(=O)c2OC)cc1OC	0.4	15
COc1ccc(CCNC(=O)COc2ccc([N+](=O)[O-])cc2)cc1	-0.9	25
COc1cc(OC)c(S(=O)(=O)Nc2ccccc2N2CCCCC2)cc1NC(C)=O	-0.9	16
CCCNCc1cc(OC)c(OCCC)cc1Cl	0.0	7
O=[N+]([O-])c1ccc(C[n+]2cccc3ccc4cccnc4c32)cc1	-0.5	137*
CCOC(=O)CNC(=O)Cn1cnc2c(nnn2-c2cccc(OC)c2)c1=O	-0.9	nt
CCCc1nnc(NC(=O)CCC(=O)Nc2ccc(Br)cc2)s1	0.5	3
CN(CC(=O)NC(=O)NC1CCCCC1)CC(=O)Nc1ccc(OC(F)(F)F)cc1	-0.6	1
Cc1cnc(CNC(=O)c2ccc(OC3CCN(C(=O)C4CC4)CC3)cc2)cn1	-0.8	13
Cc1cc(C(=O)O)ccc1-n1c(C)cc(C=C2C(=O)c3ccccc3C2=O)c1C	-0.1	37
Cc1ccc(C(=O)NC2CC(C)(C)NC(C)(C)C2)c(C)c1	1.4	19
O=C(N/N=C/c1c(O)n(-c2ccccc2Cl)c(=O)c2ccccc12)C1COc2ccccc2O1 (configuration not stated)	-1.0	51
CC(C)N1CCN(Cc2cn[nH]c2C2CCCCC2)CC1CCO (configuration not stated)	7.2	12
COc1ccc(CN2CCN(Cc3ccc(C)cc3)C(CCO)C2)cc1OC (configuration not stated)	-0.2	10
CCOC(=O)c1c(C)[nH]c(C)c1C(=O)CSc1nnnn1-c1ccccc1	-0.3	35
COc1ccc(C(=O)N2CC=C(c3ccccc3)CC2)cc1S(=O)(=O)N1CCOCC1	-0.2	12

Quoted at random: 4 records from the list
SMILES	STK33 kinase inh	OX1R FRET antag
COc1ccc(C(=O)N2CC=C(c3ccccc3)CC2)cc1S(=O)(=O)N1CCOCC1	-0.2	12
COc1cc(OC)c(S(=O)(=O)Nc2ccccc2N2CCCCC2)cc1NC(C)=O	-0.9	16
O=C(N/N=C/c1c(O)n(-c2ccccc2Cl)c(=O)c2ccccc12)C1COc2ccccc2O1 (configuration not stated)	-1.0	51
O=C(OCc1cn(-c2ccc(Cl)c(Cl)c2)nn1)c1ccccc1	-0.9	10

A second format for some results above.
Compound: CC(C)N1CCN(Cc2cn[nH]c2C2CCCCC2)CC1CCO (configuration not stated)
  STK33 kinase inh: 7.2; OX1R FRET antag: 12
Compound: COc1ccc(CN2CCN(Cc3ccc(C)cc3)C(CCO)C2)cc1OC (configuration not stated)
  STK33 kinase inh: -0.2; OX1R FRET antag: 10

Part of the list above, as a markdown table.
| canonical_smiles | STK33 kinase inh | OX1R FRET antag |
| --- | --- | --- |
| Cc1cnc(CNC(=O)c2ccc(OC3CCN(C(=O)C4CC4)CC3)cc2)cn1 | -0.8 | 13 |
| Cc1cc(C(=O)O)ccc1-n1c(C)cc(C=C2C(=O)c3ccccc3C2=O)c1C | -0.1 | 37 |
| Cc1ccc(C(=O)NC2CC(C)(C)NC(C)(C)C2)c(C)c1 | 1.4 | 19 |

More structures
SMILES	STK33 kinase inh	OX1R FRET antag
Nc1nc(Cl)c(C=O)c(N2CCCCC2)n1	0.0	7
CC(=O)Nc1cccc(OCCCNS(=O)(=O)c2ccc(C#N)cc2)c1	1.9	24
COCCNC(=O)c1cccc(OC2CCN(Cc3ccc(F)c(OC)c3)CC2)c1	-0.7	11
Cc1ccc(C(=O)Nc2ccc(C(=O)N/N=C/c3c[nH]c4ccccc34)cc2)cc1	0.1	32
Cc1cc2ncn(C(=O)N3CCCCC3)c2cc1C	-1.4	9
COc1ccc(NC(=O)N(Cc2ccc(C)cc2)Cc2cccnc2)c(OC)c1	nt	8
CC(=O)Nc1nc(-c2ccc3c(c2)CCN3C(=O)C2CC2)c(C)s1	-0.6	48*
CN(CC(=O)Nc1cccc(F)c1)C(=O)CN1C(=O)C2CCCCC2C1=O (configuration not stated)	-0.7	5
Cn1nnnc1SCC(=O)N1CCN(c2cccc(Cl)c2)CC1	-0.6	26
O=P(COCCOCCOCCOCP(=O)(c1ccccc1)c1ccccc1)(c1ccccc1)c1ccccc1	0.4	22
COc1ccc(S(=O)(=O)Nc2c(NC3CCCCC3)c3ccccc3oc2=O)cc1Cl	-1.9	48
CCCCNCC#CCOc1cc(C)ccc1C(C)C	-1.6	3
CCOC(=O)c1cnc(-n2nc(C)cc2C)nc1Nc1ccc(O)cc1	1.0	9
CC(C)On1c(SCC(=O)N(C)C)nc2ccccc2c1=O	11	10
Cc1csc(CNC(=O)c2ccc(OC3CCN(CCc4ccccc4)CC3)cc2)n1	-0.8	1
CCOC(=O)c1c(NC(=O)C[n+]2ccc(N(C)C)cc2)sc(C)c1C	-0.2	2
O=C(CSC1=NCCS1)Nc1cccc(F)c1	1.9	19
Cc1ccc(CNC(=O)COc2ccc(S(=O)(=O)N3CCOCC3)cc2)cc1	0.0	10
COc1cc(C=O)ccc1OCCOCCOc1c(C)cc(Cl)cc1Cl	-0.1	28
CCc1nnc(NC(=O)c2ccc(OC)cc2OC)s1	-0.2	8
Cc1ccccc1N(C(=O)Cc1ccsc1)C(C(=O)NC1CCCCC1)c1ccc(F)cc1 (configuration not stated)	-0.7	8
CN(C)c1ncc(S(=O)(=O)c2ccccc2)c(-c2ccccc2Cl)n1	-1.9	12
CCSc1nnc(NC(=O)c2ccc3ccccc3n2)s1	-0.9	94*
Cc1noc(NS(=O)(=O)c2ccc(NC(=O)C(CC(C)C)N3C(=O)c4ccccc4C3=O)cc2)c1C (configuration not stated)	-0.6	7
COc1cccc(C(=O)NNC(=O)c2ccccc2)c1	-0.5	nt
Additional results
SMILES	STK33 kinase inh	OX1R FRET antag
Nn1c(SCc2cn3ccsc3n2)nnc1-c1ccncc1	0.0	9
C=C1CC(C(=O)N/N=C/c2ccc(O)cc2)C1	0.7	15
Cc1ccc(/C=N/n2c(C3CCCCC3)n[nH]c2=S)o1	-0.3	15
CCc1ccccc1NC(=O)CN1CCN(C(=O)C2CCN(C(=O)/C=C/c3ccccc3)CC2)CC1	-0.5	0
COC(=O)c1ccccc1NC(=O)CSc1nc(NC(=O)c2ccccc2)c2c(C)c(C)oc2n1	-0.3	18
Cn1c(NCCCO)nc2c1c(=O)n(Cc1ccccc1F)c(=O)n2C	0.3	7
COc1ccc(/C=N/N=C2/NC(=O)C(c3ccccc3)(c3ccccc3)S2)cc1	1.6	13
Cc1c(Cl)cccc1NC(=O)CCCN1C(=O)c2cccnc2C1=O	-0.3	25
O=C(c1cc(-c2ccc(O)cc2)on1)N1CCc2ccccc2C1	0.4	13
C=C1CCN([C@@H](CC(C)C)C(=O)O)S(=O)(=O)c2ccccc21	-0.5	14
N#Cc1ccc(/C=C/C(=O)c2ccc3c(c2)OCO3)cc1	-0.9	9
COc1ccc(C(F)(F)F)cc1N/C=C\c1nnnn1-c1ccccc1	-0.1	7
CCn1c(CC(=O)Nc2ccccc2F)nnc1SCC(=O)Nc1nnc(C)s1	-0.4	13
COc1cc2c(cc1OC)/C(=C/C(=O)c1cccc([N+](=O)[O-])c1)NCC2	0.5	28
CCOc1ccc(NC(=O)CCC(=O)NNC(=O)c2cccc([N+](=O)[O-])c2)cc1	-0.8	18
CC1(C)N=c2ccc([N+](=O)[O-])c(N)c2=[N+]1[O-]	0.2	75*
O=C(CCCC(=O)NCc1ccccc1)NCc1ccccc1	-0.5	9
CC[C@@H](C)C(NC(=O)OC(C)(C)C)c1cn([C@@H](CCCCNC(=O)OC(C)(C)C)C(=O)N2CCN(C(=O)OC(C)(C)C)CC2)nn1 (some centres not stated)	-0.9	6
Cc1cccc(C2c3[nH]c4ccccc4c3CCN2C(=O)c2cc(-c3cccn3C)n[nH]2)n1 (configuration not stated)	-0.5	17
Cc1ccc(C)c(NC(=O)CN(C)C(=O)[C@@H](NC(=O)c2ccc(C(C)(C)C)cc2)C(C)C)c1	0.4	8
COc1ccc(C(C)C)cc1S(=O)(=O)NCC1CCCO1 (configuration not stated)	5.3	nt
Cc1nc2cc(-c3ccc(Cl)cc3)nn2c(C)c1CCC(=O)NC(C)c1ccc2c(c1)OCCO2 (configuration not stated)	-1.1	49*
O=[N+]([O-])c1ccc2oc(C(O)c3cccc(Cl)c3)cc2c1 (configuration not stated)	-1.6	0
COc1ccc(CN2C(=O)c3cccnc3C2=O)cc1S(=O)(=O)NC1CCCCC1C (configuration not stated)	-0.4	16
CCOc1cc(/C=N/NC(=O)c2ccncc2)ccc1OC(=O)c1ccc([N+](=O)[O-])cc1	-0.6	42
Next entries:
SMILES	STK33 kinase inh	OX1R FRET antag
COc1ccc(NC(=O)Cn2nnc(-c3ccccc3NS(=O)(=O)c3ccc(OC)cc3)n2)cc1	-2.9	32
Cc1ccc(-c2nnc(SCC(=O)N3CCCC3)o2)cc1	0.0	10
Cc1cccc(-c2cc3nc(C)c(C)c(NCCCn4ccnc4)n3n2)c1	0.5	27
CCN(Cc1ccccc1)C(=O)COC(=O)c1c(C)nsc1NC	0.6	50*
COc1ccc(CCNC(=O)c2cc3c(=O)n4cccc(C)c4nc3n(CC3CCCO3)c2=N)cc1 (configuration not stated)	-0.9	29
Cc1ccc(NC(=O)c2noc3c2CCCCC3)cc1C	6.1	-1
Cc1ccc(C2(C)NC(=O)N(CC(=O)N3CCN(S(=O)(=O)c4ccc(Cl)s4)CC3)C2=O)cc1 (configuration not stated)	-0.5	2
Cc1cccc(C(=O)O/N=C(\N)c2ccc(Cl)cc2)c1	-0.6	2
CN1CCCC(OC(=O)c2ccccc2F)C1 (configuration not stated)	-0.8	2
CCC(CC)NCc1ccc(OC)cc1OC	-0.8	6
COc1ccccc1C(=O)N=C1NC(=O)CC2C(=O)NCCN12 (configuration not stated)	-0.8	10
Cc1cc(C(=O)CCC(=O)N(C)CC(=O)Nc2ccccc2Br)c(C)s1	-0.5	20
COc1ccc(-c2cc(C3CC3)nc(N)c2C#N)cc1	0.1	20
O=C(Nc1ccc2ccccc2c1)c1ccc(NS(=O)(=O)c2ccc(Br)s2)cc1	1.4	21
O=C(O)c1ccc(S(=O)(=O)/N=C2\C=C(Nc3ccccc3F)C(=O)c3ccccc32)cc1	19	63*
Cc1cc([N+](=O)[O-])nn1CC(=O)NCc1ccc(Cl)cc1	-3.3	18
COc1ccc(-c2nn(-c3ccccc3)cc2/C=C2/SC(=S)N(Cc3ccco3)C2=O)c(C)c1	-1.7	9
CCOC(=O)NC(c1ccc(C(C)C)cc1)C(Cl)(Cl)Cl (configuration not stated)	-2.1	54
COc1ccc(Cl)cc1Nc1nc(N)nc(C(F)(F)F)n1	-0.1	2
COc1cc(OC)c(C2C(C(=O)N3CCOCC3)=C(C)NC3=C2C(=O)CC(C)(C)C3)cc1OC (configuration not stated)	-1.0	10
O=C(Nc1ccc(N2CCOCC2)nc1)c1ccccc1Cl	-1.2	2
O=C1c2ccccc2-c2cccc(C(=O)N3CCCCC3)c21	-1.4	14
CCN(CC)CCNC(=O)Cn1ncc2ccccc2c1=O	-1.8	18
Oc1ccccc1OCC(O)c1ccccc1 (configuration not stated)	-0.8	7
CNC(=S)Nc1ccc(C)cc1	5.4	11
Next structures follow:
SMILES	STK33 kinase inh	OX1R FRET antag
O=C(CSc1cn(Cc2cccc(F)c2)c2ccccc12)NCc1ccc(F)cc1	-1.4	6
O=C(NNC(=O)c1ccccc1[N+](=O)[O-])c1ccc(NS(=O)(=O)c2cccs2)cc1	-0.7	23
COc1cc(SC)ccc1C(=O)Nc1cccc(S(=O)(=O)NC2=NCCC2)c1	0.2	2
Cc1cccc2cc(/C=C3\N=C(c4ccccc4)OC3=O)c(N3CCOCC3)nc12	-1.3	20
COc1cc(/C=N/NC(=O)CNc2n[nH]c(=O)[nH]c2=O)ccc1OCc1ccccc1	-2.5	20
Cc1cccc(NS(=O)(=O)c2ccc(C3CCCCC3)cc2)c1	-1.0	0
O=C(O)c1ccc2ccc3ccccc3c2c1	0.1	4
CCC1C(=O)NCCN1C(=O)c1ccc2nc(Cc3ccc(OC)cc3)oc2c1 (configuration not stated)	-2.5	8
CCOc1cc(C(=O)Nc2nnc(S(=O)(=O)N3CCOCC3)s2)cc(OCC)c1OCC	0.7	10
CCCCC/C=C\C/C=C\C/C=C\C/C=C\CCCC(=O)O	-2.4	9
Cc1nn(Cc2ccc(C(=O)Nc3ccc(C(=O)OC(C)C)cc3)o2)c(C)c1Cl	-0.8	-3
Cc1c(Cl)cccc1NC(=O)C1NC(=O)CC1c1ccccc1 (configuration not stated)	-2.1	10
Cc1csc(NC(=O)c2cc(C)oc2C)n1	0.7	17
O=C(NCc1ccon1)C1CCC(=O)N(Cc2cccc(C(F)(F)F)c2)C1 (configuration not stated)	-0.6	10
Cc1csc(NC(=O)CSc2ncnc3ccccc23)n1	-1.0	23
CCC(CC)c1nnc(NC(=O)CSCC(=O)Nc2cc(C)on2)s1	-0.1	22
c1ccc(Nc2nc3ccccc3o2)cc1	1.2	15
Cc1ccc(NC(=O)c2ccc3nc[nH]c3c2)c(O)c1	0.1	7
N#Cc1c(N)n[nH]c1CCCN	1.4	11
COc1ccc(N2CCN(S(=O)(=O)c3ccc4c(c3)NC(=O)CS4)CC2)cc1	0.2	3
C[C@H](NC(=O)c1ccccc1)C(=O)N1CCC2(CC1)NCCc1[nH]cnc12	-0.1	-7
